# HDAC3 inh = blocks human histone deacetylase 3. inhibition, % at 8.3 µM. recombinant HDAC3, fluorogenic peptide/trypsin coupled, fluorescence. 320,000 compounds, 0.15% hits. AID 2718. O15379; in the data active = inhibition above about 26%, passing the limit was not always enough
# Target sequence (O15379 whole entry, looked up): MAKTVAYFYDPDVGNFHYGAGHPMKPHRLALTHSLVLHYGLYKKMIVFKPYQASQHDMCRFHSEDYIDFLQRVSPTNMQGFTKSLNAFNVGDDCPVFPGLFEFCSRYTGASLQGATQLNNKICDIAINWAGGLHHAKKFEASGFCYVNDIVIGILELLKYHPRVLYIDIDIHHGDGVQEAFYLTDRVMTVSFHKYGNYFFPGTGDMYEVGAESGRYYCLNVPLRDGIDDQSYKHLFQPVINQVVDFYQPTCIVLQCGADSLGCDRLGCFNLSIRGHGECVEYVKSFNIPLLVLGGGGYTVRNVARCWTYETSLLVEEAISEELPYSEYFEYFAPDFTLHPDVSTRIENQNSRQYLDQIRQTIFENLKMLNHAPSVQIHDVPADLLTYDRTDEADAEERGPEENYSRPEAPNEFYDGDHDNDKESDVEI
# TRPC4 PAM = allosterically enhances the mouse TRPC4 cation channel; Q9QUQ5; HEK293 TRPC4beta/mu-opioid, DAMGO EC20, Fluo-4 Ca2+ flux; active compounds read high; 310,000 compounds, 0.42% hits; AID 2227; B-score at 10 µM;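 active = B-score of calcium response area above 5 SD of library B-scores, with initial fluorescence ratio within 5 SD of library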;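 also: B-score of integrated fluorescence ratio over time as area under calcium response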
# KCNQ1 block = human KCNQ1 channel inhibition; P51787; CHO-K1 KCNQ1, FluxOR thallium flux fluorescence; active compounds read high; B-score at 10 µM; 310,000 compounds, 1.3% hits;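 active = compounds whose thallium flux B-score, printed positive for inhibition, exceeds three library SD while starting fluorescence stays within three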;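 also: channel opened by potassium depolarization with thallium stimulus after 20 min compound exposure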
# TMEM16A inh = inhibitors of mouse TMEM16A calcium-activated chloride channel; Q8BHY3; HEK293 TMEM16A/YFP iodide influx fluorescence, ionomycin; normalized B-score (activity score, 25-100; higher = stronger inhibition) at 10 µM; 310,000 compounds, 1.2% hits;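 active = ratio plate-corrected score three or more library SD toward inhibition, starting fluorescence score within five deviations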;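 also: score derived from kinetic fluorescence span divided by baseline fluorescence per well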
# KCNK9 inh = blocks the human KCNK9 two-pore domain potassium channel. Q9NPC2. HEK293 KCNK9, FluxOR thallium flux fluorescence; active compounds read low. B-score at 10 µM. 310,000 compounds, 1.2% hits. AID 488922;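 active = ratio B-score over 3 SD below the library mean, with starting fluorescence within 5 SD of its mean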;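 also: negative B-score means less thallium flux so channel inhibition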
# Target sequence (Q9NPC2 whole entry, looked up, the tested form may be a part): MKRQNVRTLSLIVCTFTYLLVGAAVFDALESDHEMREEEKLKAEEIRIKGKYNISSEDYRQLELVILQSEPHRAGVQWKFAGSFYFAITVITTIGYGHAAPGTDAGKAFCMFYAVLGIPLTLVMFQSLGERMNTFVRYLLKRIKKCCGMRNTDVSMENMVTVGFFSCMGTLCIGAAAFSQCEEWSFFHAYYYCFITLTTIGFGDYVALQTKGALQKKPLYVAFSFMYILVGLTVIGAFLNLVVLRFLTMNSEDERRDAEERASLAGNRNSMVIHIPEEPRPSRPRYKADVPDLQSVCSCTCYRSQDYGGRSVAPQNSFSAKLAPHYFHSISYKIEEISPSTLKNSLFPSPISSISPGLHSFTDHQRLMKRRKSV
# KCNQ1 act = potentiates or activates the human KCNQ1 potassium channel; CHO-K1 KCNQ1, thallium flux FluxOR fluorescence; active compounds read high; B-score at 10 µM; 310,000 compounds, 0.35% hits; AID 2648;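 active = fluorescence ratio B-score, a plate-corrected score, at least three library SD, with initial intensity B-score within 5 SD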
#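 Assay system: CHO-K1 cells stably expressing KCNQ1. Medium: assay buffer for compound exposure, DMSO matched across wells. Timing: 37 °C overnight plating, 90-min dark dye load, 20-min compound pretreatment. Signal: kinetic FluxOR fluorescence, 10 s baseline plus 110 s post-stimulus.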
# DYRK1A inh = Dyrk1A (rat) kinase inhibition; inhibition, % at 12.5 µM; Q63470; 310,000 compounds, 0.43% hits; ADP-Glo luminescence, NFATc1 peptide; in the data active = inhibition above about 50%;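 also: plate controls were vehicle with enzyme for no effect and no enzyme for full effect; many of its hits are not listed in these tables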
# hERG protect = shields human hERG channel from block by proarrhythmic agents | Q12809 | AID 1511 | CHO-hERG, FluxOR thallium flux, dofetilide IC70 present | activation (rescue from dofetilide block), less the hit threshold, % at 10 µM | 310,000 compounds, 0.51% hits;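 active = activation above the mean of controls blocked by dofetilide plus 5 SD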;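 also: thallium influx through hERG after potassium depolarization seen as dye fluorescence rise; in these data hits start at about 4.7%; inactives centre near -7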
# KCNK3 block = human KCNK3 channel inhibition, primary screen | O14649 | B-score at 10 µM | CHO-KCNK3 thallium flux, FluxOR fluorescence; active compounds read low | 340,000 compounds, 0.84% hits;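 active = B-score under library mean minus 4 SD, starting fluorescence ratio at most library mean plus 5 SD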;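 also: more negative B-score means stronger inhibition of thallium flux through KCNK3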
# TMEM16A act = activates or potentiates the mouse TMEM16A chloride channel. B-score at 10 µM. Q8BHY3. 340,000 compounds, 0.3% hits. HEK293 TMEM16A/YFP-H148Q/I152L, iodide quench fluorescence; active compounds read low;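 active = fluorescence-ratio B-score plate-corrected deviation score at least 3 library SD below zero, with starting fluorescence score within 5 deviations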;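 also: channel opened by trigger with iodide after compound preincubation; score built on the fluorescence ratio of max minus min over baseline; more negative score means more quench and so TMEM16A activation or potentiation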
# TRPC4 agonist = activators of mouse TRPC4 channel. 310,000 compounds, 0.49% hits. B-score at 10 µM. Q9QUQ5. AID 2237. HEK293 TRPC4beta/mu-opioid, Fluo4 calcium fluorescence; active compounds read high;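 active = B-score above 5 SD of library B-scores, and initial fluorescence ratio not above library mean plus 5 SD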;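 also: positive B-score marks a calcium rise read as TRPC4 activation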
#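 System – HEK293 cells stably co-expressing mouse TRPC4beta and mu-opioid receptor · Signal – Fluo4 calcium-sensitive dye fluorescence, kinetic, 1 Hz baseline · Benchmarks – buffer (low) and maximal DAMGO (high) · Read-out – B score of integrated fluorescence ratio per well · Incubation – dye loading 45 min room temperature, 110 s kinetic read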
# * = called active by the depositor; i = inactive; / = no result given. These rows are one share of the data; rates above refer to the full screens.
# Results follow in this order: HDAC3 inh, TRPC4 PAM, KCNQ1 block, TMEM16A inh, KCNK9 inh, KCNQ1 act, DYRK1A inh, hERG protect, KCNK3 block, TMEM16A act, TRPC4 agonist
- CC(C)CCNC(=O)C1(c2cccs2)CCOCC1
    -5, i, i, i, i, i, -2, -16, i, i, i
- Cc1ccccc1NC(=O)c1ccc(NS(=O)(=O)c2cc(C(C)(C)C)cc(C)c2C)cc1
    /, i, i, i, i, i, -3, -11, i, i, i
- O=C(NNC(=S)NC(=O)c1ccco1)c1ccc(NC(=O)c2ccccc2)cc1
    7, i, i, i, i, i, 2, -4, i, i, i
- O=C(Cc1ccccc1)N/N=C/c1cccnc1
    0, i, i, i, i, i, -1, -9, i, i, i
- CCOC(=O)C(NC(C)=O)C(=O)Nc1c(C)cccc1C (stereo not given)
    -1, i, i, i, i, i, -8, -4, i, i, i
- Cc1cccc(N2CCN(S(=O)(=O)c3c(C(=O)N4CCCCC4)c(C)n(C)c3C)CC2)c1C
    4, i, i, i, i, i, -8, -23, i, i, i
- N=c1ccn(Cc2ccc(Cl)c(Cl)c2)cc1
    -2, i, i, i, i, i, -1, -8, i, i, 61*
- O=C(/C=C/c1ccccc1)Nc1ccc(Cl)cn1
    /, i, i, /, i, i, -2, -8, i, i, i
- N#CCSc1nnc(-c2ccc(F)cc2)n1N
    5, i, i, i, i, i, -1, -5, i, i, i
- CCNC(=O)N1C(=O)C2(OCCO2)c2cc(Br)ccc21
    3, i, i, i, i, i, 1, -4, i, i, i
- O=C(CSc1nnc(-c2ccccc2F)n1C1CC1)Nc1cccnc1Cl
    0, i, i, i, i, i, 0, -2, i, i, i
- CCOC(=O)CNC(=O)C12CC3CC(C1)CC(c1ccc(C)cc1)(C3)C2
    4, i, i, i, i, i, 5, -20, i, i, i
- CCCC1=Nc2cc(C(=O)NCCCN3CCOCC3)ccc2Sc2ccccc21
    -3, i, i, i, i, i, /, -12, i, i, i
- COC(=O)C1CCN(C(=O)c2ccc3oc(Cc4ccc(Cl)cc4)nc3c2)CC1
    3, i, i, i, i, i, 7, -7, i, i, i
- O=C(CNC(=O)c1ccc2c(c1)OCO2)N/N=C/c1cccc([N+](=O)[O-])c1
    -8, i, i, i, i, i, -3, -3, i, i, i
- COc1ccc(C(=O)N/C(=C\c2cn(S(=O)(=O)N(C)C)c3ccccc23)C(=O)NCCN2CCOCC2)cc1OC
    -7, i, i, i, i, i, /, -5, i, i, i
- Cc1ccc(S(=O)(=O)NNC(=O)CCCCC(=O)NNS(=O)(=O)c2ccc(C)cc2)cc1
    -2, i, i, i, i, i, 0, -8, i, i, i
- O=C(O)c1ccc(COCC(F)(F)C(F)F)o1
    -6, i, i, i, i, i, -1, -7, i, i, i
- Cc1csc(-c2cnn(-c3ccccc3)c2NC(=O)c2cccc(F)c2)n1
    5, i, i, i, i, i, 5, -9, i, i, i
- Cc1cccc(N2CCN(C(=S)c3ccc(-c4ccccc4[N+](=O)[O-])o3)CC2)c1
    -6, i, i, i, i, i, -8, -10, i, i, i
- COc1ccccc1NC(=O)CN1CCC(n2nnc3cc(F)ccc32)CC1
    -4, i, i, i, i, i, 14, -10, i, i, i
- COc1ccc(C(C(=O)NC2CCCC2)N(C(=O)c2ccoc2C)c2ccc(C)cc2)cc1 (stereo not given)
    0, i, i, i, i, i, /, -11, i, i, i
- S=c1[nH]cc(-c2ccccc2)n1-c1ccccc1
    2, i, i, i, i, i, 0, -7, i, i, i
- CC(C)Cn1c(N)c(-c2nc(C(C)C)c(C(=O)c3ccccc3F)s2)c(=O)n(C)c1=O
    4, i, i, i, i, i, /, -5, /, /, i
- Cc1ccc(S(=O)(=O)N2CC(=O)NC(=O)C2)cc1
    1, i, i, i, i, i, -10, -3, i, i, i
- CN(Cc1ccccc1)C(=O)COC(=O)c1ccc(Cl)c(N)c1
    0, i, i, i, i, i, /, -6, i, i, i
- C1CCC(CNc2c3c(nc4nnnn24)CCCC3)CC1
    -2, i, i, i, i, i, 2, -8, i, /, i
- CCCCN(C(=O)c1ccc([N+](=O)[O-])s1)c1c(N)n(CCCC)c(=O)[nH]c1=O
    4, i, i, i, i, i, 5, -11, i, i, i
- COc1cc(/C=C2/C(=O)CNC2=O)ccc1O
    15, i, i, i, i, i, /, -15, i, i, i
- COC(=O)C1CCN(C(=O)c2ccc(SC)cc2OC)CC1
    4, i, i, i, i, i, -5, -9, i, i, i
- Cc1cccc(Oc2nc3ccccn3c(=O)c2/C=C(\C#N)C(=O)NC2CCS(=O)(=O)C2)c1 (stereo not given)
    /, i, i, i, i, i, -1, -11, i, i, i
- O=C(COCC(=O)N1CCOCC1)N1CCOCC1
    0, i, i, i, i, i, -1, -10, i, i, i
- COc1ccc(C(=O)NN)cc1
    3, i, i, i, i, i, 4, -9, i, i, i
- O=C1C2CCCN2C(=O)N1CCCN1CCN(c2cccc(Cl)c2)CC1 (stereo not given)
    -1, i, i, i, i, i, /, -4, i, i, i
- CCCCOc1ccc(Cc2c(Cl)nc(SC)nc2N2CCOCC2)cc1
    0, i, 7*, i, i, i, 1, -21, i, i, i
- Cc1c(Cl)cccc1NC(=O)C1CCCN(S(C)(=O)=O)C1 (stereo not given)
    -9, i, i, i, i, i, -3, -8, i, i, i
- COc1ccc(Cc2n[nH]c(=S)n(N)c2=O)cc1
    -8, i, i, i, i, i, /, -9, i, i, i
- CCn1c(=O)cc(N2CCN(C(=O)c3ccco3)CC2)[nH]c1=O
    -7, i, i, i, i, i, 1, -12, i, i, i
- COc1ccc(C(CC(=O)c2ccc(O)cc2)S(=O)(=O)c2ccc(C)cc2)cc1 (stereo not given)
    3, i, i, i, i, i, 7, -5, i, i, i
- COc1ccccc1CCC(=O)OC(C)C(=O)Nc1c(C)n(C)n(-c2ccccc2)c1=O (stereo not given)
    -3, i, i, i, i, i, -6, -9, i, i, i
- Cc1cc(Nc2ccccc2)nn1C(=O)c1ccccc1
    -10, i, i, 25*, i, i, 2, -3, i, i, i
- Cc1onc(-c2ccccc2)c1C(=O)N/N=C/c1ccco1
    5, i, i, i, i, i, -3, -12, i, i, i
- CC(C)C(=O)C1=Cc2cc([N+](=O)[O-])ccc2OC1N1CCOCC1 (stereo not given)
    0, i, i, i, i, i, 1, -5, i, i, i
- O=C(NCCN1CCCC1)c1ccc(Cn2c(=S)[nH]c3cc4c(cc3c2=O)OCO4)cc1
    8, i, i, i, i, i, -3, -10, i, i, i
- Cc1nc2ccccc2c(=O)n1NC(=O)/C=C/c1ccc(Br)cc1
    5, i, i, i, i, i, 2, -9, i, i, i
- Cc1ccc(NC2SC(=O)N(CC(=O)O)C2=O)cc1 (stereo not given)
    1, i, i, i, i, i, /, -2, i, i, i
- CCOCC(=O)Nc1nc2ccc(OC)cc2s1
    2, i, i, i, i, i, 7, -7, i, i, i
- O=C(NCCN1CCN(c2ccccc2)CC1)c1cccc(Br)c1
    /, i, i, i, i, i, 4, -12, i, i, i
- O=C(COc1ccc(-n2cnnn2)cc1)Nc1cccc(Cl)c1Cl
    -5, i, i, i, i, i, 0, -4, i, i, i
- COc1ccc(CCn2c(=N)c(C(=O)NCCN3CCOCC3)cc3c(=O)n4cccc(C)c4nc32)cc1OC
    7, i, i, i, i, i, 6, -13, i, i, i
- CCc1ccc(OCC(=O)N2CC(C(=O)OC)Oc3ccccc32)cc1 (stereo not given)
    8, i, i, i, i, i, -2, -8, i, i, i
- COc1ccc2c(c1)c1nnc(SCC(=O)N3CCCCC3C)nc1n2C (stereo not given)
    /, i, i, /, i, i, -7, -17, i, i, i
- COc1ccc(-n2nc3cc(C)c(NC(=O)CC(C)C)cc3n2)cc1
    /, i, i, /, i, i, /, -6, /, /, i
- CCN(CCCNC(=O)CCn1c(=O)[nH]c2ccccc2c1=O)c1cccc(C)c1
    7, i, i, i, i, i, -1, -4, i, i, i
- CCN(C(=O)COC(=O)/C=C/c1ccc(O)c(OC)c1)C1CCS(=O)(=O)C1 (stereo not given)
    12, i, i, i, i, i, -3, -10, i, i, i
- COc1ccc(-c2cc(-c3ccccc3)nc(=O)[nH]2)cc1
    -18, i, i, i, i, i, 18, -10, i, i, i
- O=C(CCCOc1ccccc1)Nc1ccc2c(c1)OCCO2
    11, i, i, i, i, i, 8, -1, i, i, i
- COc1cccc(-n2c(Cn3nc(C(F)(F)F)cc3C)n[nH]c2=S)c1
    1, i, i, i, i, i, -4, -5, i, i, i
- COc1ccc(NS(=O)(=O)c2ccc(SC)cc2)cc1
    2, i, i, i, i, i, -8, -15, i, i, i
- CC(C)C(C)NC(=O)COC(=O)/C=C/c1ccc(S(=O)(=O)N2CCc3ccccc32)cc1 (stereo not given)
    0, i, i, i, i, i, -1, -4, i, i, i

# (list continues)
# Results follow in this order: HDAC3 inh, TRPC4 PAM, KCNQ1 block, TMEM16A inh, KCNK9 inh, KCNQ1 act, DYRK1A inh, hERG protect, KCNK3 block, TMEM16A act, TRPC4 agonist
- O=C(N/N=C/c1cccnc1)c1cccc(S(=O)(=O)Nc2cccc(Cl)c2)c1
    -2, i, i, i, i, i, /, -6, i, i, i
- CCCN(C(=O)C1=COCCO1)c1c(N)n(Cc2ccccc2)c(=O)[nH]c1=O
    -6, i, i, i, i, i, -2, -20, i, i, i
- CNC(=O)C1(CC(C)C)C=CCN1C(C)=O (stereo not given)
    2, i, i, i, i, i, 1, -10, i, i, i
- CCOC(=O)[C@H]1[C@H]2COc3ccc(Br)cc3[C@@H]2N2C(=O)c3ccc(C)cc3NC(=O)[C@@]12C
    3, /, /, i, /, /, -2, /, i, i, /
- O=C(NCC(=O)N(c1ccccc1)C(C(=O)NC1CCCCC1)c1ccncc1)c1ccco1 (stereo not given)
    4, i, i, i, i, i, 2, -7, i, i, i
- COC(=O)c1ccc2c(c1)SC1=C(CCCC1=O)N2
    16, i, i, i, i, i, 0, -12, i, i, i
- O=C(COC(=O)CCc1ccccc1)Nc1cc([N+](=O)[O-])ccc1F
    -5, i, i, i, i, i, 1, -5, i, i, i
- COc1cc(C2N(C)C(=O)c3ccccc3N2C)ccc1O (stereo not given)
    -28, i, i, i, i, i, -2, 0, i, i, i
- COc1ccc(C(=O)n2nc(C)cc2C)cc1Br
    1, i, i, i, i, i, 4, -16, i, i, i
- O=C(O)c1cc(C(=O)C2CCCCC2)c[nH]1
    1, i, i, i, i, i, 0, -7, i, i, i

# Screening results: PubChem BioAssay, several laboratories
